Screens as filed in PubChem.
PREPL inhibitor: inhibitors of human prolyl oligopeptidase-like enzyme PREPL; Q4J6C6; recombinant PREPL, fluorescence polarization activity-based probe; inhibition, % at 5.96 µM; 0.68% of 320,000 active; in the data active = inhibition above about 43%;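 note: 0% = enzyme with DMSO and 100% = wells lacking enzyme; many of its hits are not listed in these tables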
PAFAH1B3 inh: blocks human PAF acetylhydrolase 1B catalytic subunit 3 | Q15102 | recombinant PAFAH1B3, FP-rhodamine probe, fluorescence polarization | inhibition, % at 3.39 µM | 0.28% of 340,000 active;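 active = inhibition above the screen-wide average of all tested compounds plus 3 SD, cut at about 25% in these data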;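 note: 0% = enzyme with DMSO only and 100% = wells lacking PAFAH1B3 protein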
Target sequence (Q15102 whole entry, looked up): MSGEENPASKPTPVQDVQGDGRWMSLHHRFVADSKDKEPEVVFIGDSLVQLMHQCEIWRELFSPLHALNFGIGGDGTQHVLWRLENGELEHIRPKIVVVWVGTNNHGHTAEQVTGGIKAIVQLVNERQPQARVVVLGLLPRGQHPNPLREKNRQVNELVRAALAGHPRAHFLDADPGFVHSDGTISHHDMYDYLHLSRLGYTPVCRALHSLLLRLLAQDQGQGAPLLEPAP
PAFAH2 FP inh: PAFAH2 (human) inhibition. Q99487. recombinant PAFAH2, FP-rhodamine activity probe, fluorescence polarization. inhibition, % at 3.39 µM. 0.99% of 340,000 active. AID 492956;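 active = inhibition above the mean over all tested compounds plus 3 SD, cut at about 30% in these data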;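 note: inhibitors block probe labeling of enzyme so polarization drops; 0% = enzyme with DMSO and 100% = wells lacking PAFAH2 protein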
pPAFAH inh: inhibitors of human plasma PAF acetylhydrolase (pPAFAH). recombinant pPAFAH, FP-rhodamine probe fluorescence polarization. 1.5% of 330,000 active. inhibition, % at 3.39 µM. Q13093;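 active = inhibition above the mean inhibition across the screen plus 3 SD, cut at about 25% in these data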;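 note: inhibitors block binding of the rhodamine activity-based probe so polarization drops; 0% = enzyme with DMSO and 100% = wells lacking pPAFAH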
PAD4 inh: PAD4 (human) enzyme inhibition; inhibition, % at 6.36 µM; recombinant PAD4, RCA probe fluorescence polarization; AID 485272; Q9UM07; 0.41% of 330,000 active;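 active = percent inhibition above a cutoff equal to the mean of all tested compounds plus 3 SD, cut at about 15% in these data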;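 note: 0% = PAD4 with RCA probe and DMSO and 100% = probe without PAD4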
LYPLA1 inh: LYPLA1 (human) inhibition in PME1 counter-screen. inhibition, % at 5.9 µM. AID 2174. recombinant LYPLA1, FP-Rh probe fluorescence polarization. 0.16% of 320,000 active;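 active = inhibition above the mean of all tested compounds plus 3 SD, set per campaign, cut at about 14% in these data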;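 note: inhibitors block serine hydrolase probe labeling of LYPLA1 so polarization falls; 0% = enzyme with DMSO and 100% = wells lacking LYPLA1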
GSTO1 counter: blocks human GSTO1 in RBBP9 counter-screen; recombinant GSTO1, activity-based probe fluorescence polarization; inhibition, % at 5.96 µM; 1.1% of 300,000 active; AID 1974;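 active = inhibition above the campaign mean inhibition plus 3 SD, cut at about 35% in these data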;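 note: 0% = GSTO1-1 with DMSO and 100% = wells lacking GSTO1-1 enzyme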
Target sequence (P78417 whole entry, looked up): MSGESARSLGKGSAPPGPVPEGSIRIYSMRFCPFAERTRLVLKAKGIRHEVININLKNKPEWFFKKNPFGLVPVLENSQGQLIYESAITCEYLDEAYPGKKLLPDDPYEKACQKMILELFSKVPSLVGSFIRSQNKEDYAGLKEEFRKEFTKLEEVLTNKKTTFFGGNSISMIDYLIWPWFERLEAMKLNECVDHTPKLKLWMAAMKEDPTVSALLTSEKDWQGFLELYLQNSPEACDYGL
LYPLA2 inh: blocks human lysophospholipase 2, a PME1 counter-screen; AID 2177; O95372; 0.38% of 320,000 active; recombinant LYPLA2, FP-Rh probe fluorescence polarization; inhibition, % at 5.9 µM;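 active = inhibition above the screen-wide mean plus 3 SD, limit set per campaign, cut at about 26% in these data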;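 note: 0% = LYPLA2 with DMSO and 100% = wells lacking LYPLA2 enzyme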
Target sequence (O95372 whole entry, looked up): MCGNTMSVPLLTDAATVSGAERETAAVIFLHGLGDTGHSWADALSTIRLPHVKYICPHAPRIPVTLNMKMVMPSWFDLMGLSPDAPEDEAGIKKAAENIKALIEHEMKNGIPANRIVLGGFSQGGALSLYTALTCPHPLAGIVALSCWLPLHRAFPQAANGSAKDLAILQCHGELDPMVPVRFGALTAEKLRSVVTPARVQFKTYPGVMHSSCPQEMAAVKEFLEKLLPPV
PAFAH1B2 FP inh: blocks human PAF acetylhydrolase 1b catalytic subunit 2; P68402; recombinant PAFAH1B2, FP-rhodamine activity probe, fluorescence polarization; inhibition, % at 3.39 µM; 1.2% of 340,000 active; AID 492953;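 active = inhibition above the mean of all tested compounds plus 3 SD, cut at about 24% in these data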;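 note: 0% = enzyme with DMSO and 100% = wells lacking PAFAH1B2; many of its hits are not listed in these tables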
Target sequence (P68402 whole entry, looked up): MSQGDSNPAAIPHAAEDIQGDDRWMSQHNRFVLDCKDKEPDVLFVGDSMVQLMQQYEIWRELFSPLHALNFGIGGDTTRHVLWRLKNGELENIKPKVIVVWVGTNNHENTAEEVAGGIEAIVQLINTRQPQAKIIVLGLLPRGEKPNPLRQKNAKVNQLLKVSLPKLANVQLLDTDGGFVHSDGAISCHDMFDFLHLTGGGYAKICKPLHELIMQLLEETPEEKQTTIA
* = called active by the depositor; · = not tested or not shown; & = joins results of further samples. Not all compounds are listed (hit frequency here may not be typical).

SMILES	PREPL inhibitor	PAFAH1B3 inh	PAFAH2 FP inh	pPAFAH inh	PAD4 inh	LYPLA1 inh	GSTO1 counter	LYPLA2 inh	PAFAH1B2 FP inh
Nc1c(C(=O)O)cnc2c(-c3ccc(Cl)cc3)cnn12	19	2	10	4	1	3	2	2	10
COc1ccccc1-c1nc2cc3ccccc3cc2nc1-c1ccccc1	13	2	-3	5	0	-2	3	-6	3
CC(C)Sc1nc2c(c(=O)[nH]c(=O)n2C)n1CC(O)COc1ccccc1 (configuration not stated)	-1	5	-9	2	-1	0	6	-2	10
CC(C)c1nc2c(s1)CCc1onc(-c3cccc([N+](=O)[O-])c3)c1-2	1	2	7	-2	-2	-7	1	0	-3
COc1ccccc1-n1nnnc1SCC(=O)Nc1ccc(C)c(N)c1	-3	1	2	2	0	0	-1	-2	5
CNc1oc(-c2ccco2)nc1C#N	7	5	8	4	-1	1	4	7	0
O=C(Nc1nncs1)C1CC(=O)N(CCc2ccc(F)cc2)C1 (configuration not stated)	13	6	6	0	1	4	-1	2	3
CC(=O)N1CCOc2ccc(S(=O)(=O)N3CCC(C(=O)Nc4cc(C)ccc4C)CC3)cc21	3	2	8	1	-5	0	1	0	4
CCOc1ccccc1NC(=O)NC(=O)N(C)S(=O)(=O)c1ccc(C)cc1	5	-4	5	-5	-1	-8	4	-11	-1
Cc1nc(CS(=O)(=O)c2ccc(Cl)cc2)cc(Sc2ccc(Cl)cc2)n1	22	-1	0	2	0	-2	3	0	1
N#Cc1c(C(F)(F)F)cc(-c2ccccc2)nc1SCc1nc(N)nc(N2CCOCC2)n1	-2	4	-4	7	3	0	0	8	-6
O=C(Nc1cccc2ccccc12)N1CC=CCC1	22	7	1	1	0	5	17	17	1
NC(=O)CN1CCN(Cc2ccc3c(c2)OCO3)CC1	11	5	-1	-1	-1	3	-3	0	3
CC[C@H](C)[C@@H](NC(=O)O[C@@H]1C(=O)c2cc(Br)ccc2O[C@H]1c1cccc(OC)c1)C(=O)OC	6	·	·	-2	5	-4	-1	-8	·
O=C(c1cc(-c2cccs2)on1)N1CCN(C(c2ccccc2)c2ccccc2)CC1	-4	-4	6	1	4	-1	2	0	0
COc1ccc(-n2c(Cn3c(=O)sc4ccccc43)nnc2SCC(N)=O)cc1	-11	4	3	1	-1	1	-1	-7	5
Cc1cc(C)c2cc3c(N)c(C(=O)N4CCc5ccccc5C4)sc3nc2c1	22	0	4	3	0	-4	2	-3	1
N#Cc1ccc(/C=N/NC(=S)Nc2ccc(S(=O)(=O)N3CCOCC3)cc2)cc1	10	2	8	3	-3	0	-15	4	1
COc1cc(CCN2C(=O)N[C@@H](CCc3ccccc3)C(C(C)=O)=C2C)cc(OC)c1OC	-2	·	·	5	-1	-1	4	5	·
COc1cccc(N/C(SCc2ccccc2F)=C(/C#N)C(=O)NCc2cccs2)c1	1	-3	0	14	-2	-3	7	-3	-2
O=C(O)c1cccc(CN2C(=O)CSC2=O)c1	17	4	2	0	-8	3	-3	-2	-1
CCOC(=O)n1c(=O)n(Cc2ccccc2Cl)c2ccccc21	14	1	13	2	-3	2	1	5	4
CCCCc1ccc(NC(=O)N[C@@H](C)C(=O)O)cc1	-6	7	-4	4	-3	0	-2	-2	8
O=C1[C@@H]2C3C=CC(O3)[C@@H]2C(=O)N1c1ccccc1	8	·	·	1	-1	1	0	6	·
c1coc(CNc2nc(N3CCCCC3)nc3ccccc23)c1	20	4	9	4	3	-1	0	4	2
CCOC(=O)CSc1nnc(CNc2ccc(F)cc2)o1	6	8	12	1	-2	3	7	4	3
C=CCn1c(SCC(=O)Nc2ccc3c(c2)OCCO3)nnc1-c1ccccn1	1	8	-2	6	2	0	5	10	7
O=S(=O)(Nc1nc2c(s1)CCCC2)c1ccc(Br)cc1	-14	3	5	10	-8	1	-4	-3	7
CCC1(c2ccccc2)NC(=O)N(CC(=O)NCc2ccc(F)cc2)C1=O (configuration not stated)	-8	5	9	3	0	3	7	-7	1
CCN1CCN(C(c2cccc(OC)c2)c2sc3nc(C)nn3c2O)CC1 (configuration not stated)	2	2	-4	3	-3	1	2	1	-4
N#C/C(=C\c1ccc(OC(=O)c2ccccn2)cc1)C(N)=O	2	11	1	7	0	2	-8	3	10
COc1ccccc1N1CCN(C(=O)c2oc3c(c2C)C(=O)CC(C)(C)C3)CC1	7	6	2	7	1	1	3	1	-7
CCOc1ccc(S(=O)(=O)NCC(c2ccc3c(c2)OCO3)N2CCN(C)CC2)cc1 (configuration not stated)	-6	9	2	-7	-3	-1	0	0	5
CC(=O)c1cccc(NC(=O)C2CC(=O)N(Cc3ccccc3)C2)c1 (configuration not stated)	19	4	-4	-3	2	2	-1	-5	2
O=C(NCCc1ccccc1F)c1ccc2c(c1)OCCO2	5	10	5	10	-1	-4	4	5	9
NC(=O)N/N=C/c1coc2ccc(O)cc2c1=O	11	4	-2	5	2	0	70*	1	6
Cc1ccc(C(=O)Nc2nc3n(n2)C(c2ccccc2)CC(=O)N3)cc1 (configuration not stated)	2	·	·	4	-1	2	0	3	·
Cc1ccc(NC(=S)N2CCN(c3ccccn3)CC2)cc1C	2	9	-7	0	0	0	-4	6	0
COc1cccc(CN(C)C(=O)CSCC(=O)Nc2cccc(C)c2)c1OC	3	7	4	2	-4	0	·	-3	3
CCN1CCc2c(OCc3ccccc3)cccc2C1=O	30	-7	23	4	-3	0	-14	0	2

Quoted at random: two records from the list, in no set order.
SMILES	PREPL inhibitor	PAFAH1B3 inh	PAFAH2 FP inh	pPAFAH inh	PAD4 inh	LYPLA1 inh	GSTO1 counter	LYPLA2 inh	PAFAH1B2 FP inh
N#Cc1c(C(F)(F)F)cc(-c2ccccc2)nc1SCc1nc(N)nc(N2CCOCC2)n1	-2	4	-4	7	3	0	0	8	-6
CCC1(c2ccccc2)NC(=O)N(CC(=O)NCc2ccc(F)cc2)C1=O (configuration not stated)	-8	5	9	3	0	3	7	-7	1

New compounds follow:
SMILES	PREPL inhibitor	PAFAH1B3 inh	PAFAH2 FP inh	pPAFAH inh	PAD4 inh	LYPLA1 inh	GSTO1 counter	LYPLA2 inh	PAFAH1B2 FP inh
Cc1nc(N(C)C)ncc1C(=O)O	5	10	6	4	0	3	2	1	7
Cn1cc(C(=O)c2cccc(Cl)c2)cc1/C=N\O	-4	10	2	1	-2	1	-11	1	6
COc1ccccc1NC(=O)c1ccc2c(c1)CCN2S(C)(=O)=O	-3	3	-1	0	1	-5	-5	-4	5
COc1ccccc1-c1nnc(SCC(=O)NCc2ccco2)n1N	0	4	7	1	-1	-3	-8	-1	-5
CC1(C)C(C=C(Cl)Cl)C1C(=O)N1CCN(Cc2ccccc2)CC1 (configuration not stated)	-12	1	-2	6	-3	0	6	3	3
CC(C)(C)c1cc(NC(=O)NN2CCOCC2)nn1-c1c(Cl)cc(Cl)cc1Cl	-15	5	-2	9	3	0	1	-1	6
CSc1nc(C)c(Oc2ccccc2)c(=O)n1C	-4	3	0	0	1	1	2	3	-1
COc1cccc(CN2CCN(Cc3ccc4c(NC(C)=O)cccc4n3)CC2CCO)c1 (configuration not stated)	7	1	-13	0	-15	2	5	0	3
COc1ccc(C(=O)NC(=S)Nc2cccnc2)cc1Cl	-3	-4	0	6	0	-2	11	12	2
COc1ccc(-c2nnc3n(CCc4ccccc4)c(=O)c4ccccc4n23)cc1OC	-11	-3	1	5	-4	-4	-4	1	-3
Cc1ccc(NC(=O)c2cccc3c2C(=O)N(C2CCCCC2)C3)c(Cl)c1	4	10	-4	1	-3	-1	3	0	1
COc1ccccc1NC(=O)Cn1cnc2c1c(=O)n(C)c(=O)n2C	4	3	8	2	0	-2	11	-1	6
CCOC(=O)c1c(C)n(C)c2ccc(OCC(O)CN3CCCCCC3)cc12 (configuration not stated)	2	7	-1	5	-2	0	1	-4	1
COc1cccc(N=Nc2c(C)[nH]n(-c3ccccc3)c2=O)c1	5	5	0	7	-1	1	1	0	4
Cn1cnc([N+](=O)[O-])c1Sc1ccc(Br)cc1	-2	10	-2	1	10	-4	6	-6	-6
COc1ccc2[nH]cc(C(=O)CN3CCN(C(=O)c4ccco4)CC3)c2c1	13	-2	4	-10	3	-4	2	-9	-1
Cc1nn(CC(=O)N2CCC(C)CC2)c(=O)c2nn(-c3ccccc3)c(C)c12	9	6	-2	3	2	2	2	2	3
CCCCNC(=O)Cn1cnc2c(cnn2-c2ccc(C)cc2)c1=O	2	13	2	-1	3	-3	2	-5	-1
CC(OC(=O)c1cccs1)C(=O)NCc1ccccc1 (configuration not stated)	0	13	2	-3	0	-1	1	-3	1
CN(CC(=O)Nc1ccc2c(c1)OCCO2)CC(=O)Nc1ccc(F)c(F)c1F	11	4	13	2	-2	·	·	·	9
Cc1ccc2cc3c(nc2c1)N(Cc1ccco1)CC3	-1	-2	-2	0	-1	-2	7	2	1
CCOC(=O)CNC(=O)/C=C/c1ccc2c(c1)OCO2	0	9	2	2	-2	-5	9	-6	1
C/C(=N\NC(=O)c1cc(-c2cccs2)nc2ccccc12)c1ccccn1	2	-5	-5	-3	-4	-5	-4	-7	3
Cc1ccc(CNc2nc(C)cs2)cc1	-2	2	12	2	0	-3	0	0	11
O=C(COc1ccc(Br)cc1)N(Cc1ccccc1)c1ccccn1	17	-6	3	0	-3	3	15	0	1
CC1CCC(NC(=O)CCS(=O)(=O)c2ccc3c(c2)NC(=O)C(C)S3)CC1 (configuration not stated)	1	6	-2	3	-2	-2	-7	5	-1
COc1cccc(-c2sc3ccc(OC)cc3c2-c2ccc(OCCN(C)C)cc2)c1	27	2	0	3	-1	·	·	·	7
CCN(CC)C(=O)CSc1nnc(-c2cccnc2)n1CCc1ccccc1	4	8	3	-1	2	-6	1	0	1
O=[N+]([O-])c1ccc(/C=N/n2c(-c3cccnc3)n[nH]c2=S)cc1	6	8	8	-6	-2	-1	4	-4	6
CC(=O)N/C(=C/c1ccc(OS(=O)(=O)c2ccc(C)cc2)cc1)C(=O)NCCCO	2	·	·	1	3	1	8	-2	·
O=c1c(Cl)c(NCc2ccccc2Cl)cnn1C12CC3CC(CC(C3)C1)C2	4	4	-4	15	0	0	-1	-3	4
CC(c1nc2ccccc2c(=O)[nH]1)N1CCOCC1 (configuration not stated)	1	10	5	3	-5	-2	1	2	2
COCCn1c(SCC#N)nnc1-c1ccccc1	5	5	-5	2	-4	1	2	-5	3
CCCCC#Cc1cncc(C(=O)NN)c1	4	3	-1	2	-5	-2	-2	0	3
CN(Cc1ccco1)C(=O)C1CCC(=O)N(CCc2cccc(F)c2)C1 (configuration not stated)	0	11	5	2	-1	-1	-2	-6	3
COc1ccccc1CN=Cc1[nH]c2ccc(Br)c(Cl)c2c1O	-1	6	13	4	-7	1	11	1	2
CC(C)SCc1cc(N2CCCC2)nc(-c2ccccc2)n1	1	1	0	3	1	0	7	0	1
Cc1cc(C)cc(NC(=O)CCNS(=O)(=O)c2ccc3c(c2)oc(=O)n3C)c1	3	0	-6	5	0	1	0	4	1
Cc1nc(=S)n(-c2ccccc2)[nH]1	9	2	11	4	1	-1	6	1	0
COCCn1c(=NC(=O)c2cccs2)sc2cc(NC(C)=O)ccc21	-3	3	-9	1	2	-2	-6	-9	7
CN(C)N1C(N)=C(C#N)C(c2ccccc2Cl)C2=C1CCCC2=O (configuration not stated)	-9	7	-2	6	-8	4	5	4	5
COc1ccc(C(=O)c2c3ccccc3[n+]([O-])n2CCCN)cc1	23	10&3	5&7	7	-1	-3	7	2	4&7
O=C(NCCN1CCCC1)c1ccc(Cl)cc1Cl	-1	5	0	3	1	2	4	2	-5
